Screening data deposited in PubChem by several laboratories.
SRC3 inh: inhibits human SRC3 coactivator; HEK293 GAL4-SRC3 luciferase reporter, luminescence; inhibition, % at 3.6 µM; 360,000 tested, 0.17% active;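 active = inhibition above a per-campaign cutoff, the mean of all compounds plus 3 SD, cut at about 60% in these data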;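 note: 0% = DMSO-treated cells and 100% = gossypol-treated cells at 36 µM; higher means less SRC3-driven luciferase light from the GAL4 reporter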
NOD2 RIPK2 PPI: blocks binding of human NOD2 to RIPK2; O43353; CHO BLA complementation NOD2-RIPK2, CCF4 ratio; inhibition, % at 4.98 µM; 360,000 tested, 0.38% active; AID 624267; in the data active = inhibition above about 21%;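 note: 0% = vehicle only and 100% = reference blocker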
TWEAK Fn14 block: blocks TWEAK-Fn14 interaction in a reporter cell assay; AID 1159606; inhibition, % at 10 µM; TWEAK-stimulated Fn14 reporter cells, luciferase luminescence, 8 h; 360,000 tested, 2% active; in the data active = inhibition above about 50%
COUP-TFII inh: blocks human COUP-TFII nuclear receptor; 370,000 tested, 0.7% active; P24468; AID 686940; inhibition, % at 8.6 µM; HEK293T NGFI-A luciferase reporter, luminescence;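 active = inhibition above a per-plate cutoff, mean inhibition of test wells between control levels plus 3 SD, cut at about 38% in these data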;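 note: cells cotransfected with COUP-TFII expression vector driving the NGFI-A reporter; 0% = median of COUP-TF2 test wells and 100% = reporter-only cells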
Target sequence (P24468 whole entry, looked up): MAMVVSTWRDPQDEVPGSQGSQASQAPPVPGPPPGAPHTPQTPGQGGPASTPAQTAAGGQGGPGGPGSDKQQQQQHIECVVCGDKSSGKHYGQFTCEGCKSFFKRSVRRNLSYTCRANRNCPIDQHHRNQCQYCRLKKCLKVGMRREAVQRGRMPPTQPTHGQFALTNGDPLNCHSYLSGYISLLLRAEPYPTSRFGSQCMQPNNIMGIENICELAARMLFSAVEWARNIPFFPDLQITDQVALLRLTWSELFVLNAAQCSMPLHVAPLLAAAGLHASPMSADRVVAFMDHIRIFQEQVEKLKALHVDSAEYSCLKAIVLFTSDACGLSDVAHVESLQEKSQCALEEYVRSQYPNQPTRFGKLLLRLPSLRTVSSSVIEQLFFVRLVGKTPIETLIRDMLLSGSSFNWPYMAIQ
TROY NFkB inh: inhibitors of TROY-dependent NF-kB signaling; Q293 LMP1-TROYcd NF-kB luciferase reporter, 4 h; inhibition, % at 10 µM; 360,000 tested, 0.98% active;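 active = compounds whose plate-normalised and pattern-corrected inhibition of the luciferase reporter signal at the single screening dose is 50% or more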
LMP1 NFkB inh: reduces LMP1-driven NF-kappaB luciferase signal | inhibition, % at 12.5 µM | LMP1-induced NF-kappaB luciferase reporter cells, luminescence | 350,000 tested, 0.69% active | AID 504558; in the data active = inhibition above about 41%;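 note: 0% = neutral control wells and 100% = reference inhibitor control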
NCOA2 inhibitor: human SRC2 (NCOA2) inhibition; AID 651957; inhibition, % at 9 µM; HEK293 GAL4-SRC2 luciferase reporter, luminescence; 370,000 tested, 0.17% active;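 active = inhibition above the mean inhibition of all tested compounds plus 3 SD, set per campaign, cut at about 52% in these data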;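 note: 0% = DMSO treated cells and 100% = cells given Gossypol at 36 µM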
TRAIL sens C8: sensitizes caspase-8 expressing cells to TRAIL; 360,000 tested, 1% active; inhibition (viability loss, TRAIL sensitization), % at 10 µM; NB7+C8 cells + TRAIL, ATPlite viability luminescence;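 active = compounds causing at least 50% loss of cell viability in the single-dose screen, relative to plate controls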
TLR9-MyD88 inh: TLR9-MyD88 interaction inhibition; CHO BLA complementation TLR9-MyD88, CCF4 FRET ratio; Q9NR96+Q99836; 340,000 tested, 0.21% active; inhibition, % at 4.98 µM; AID 504734;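 active = inhibition above the mean over all tested compounds plus 3 SD, cut at about 21% in these data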;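 note: 0% = DMSO only wells and 100% = clavulanate BLA inhibitor control wells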
NR5A2 inv ag: NR5A2 inverse agonism in reporter assay | O00482 | inhibition, % at 3.6 µM | 360,000 tested, 0.13% active | HEK293T StAR-luciferase reporter, LRH-1 transfected, 24 h;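 active = inhibition above the mean inhibition of all tested compounds plus 3 SD, cut at about 73% in these data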;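 note: 0% = DMSO wells and 100% = reporter-only cells lacking LRH-1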
Target sequence (O00482 whole entry, looked up): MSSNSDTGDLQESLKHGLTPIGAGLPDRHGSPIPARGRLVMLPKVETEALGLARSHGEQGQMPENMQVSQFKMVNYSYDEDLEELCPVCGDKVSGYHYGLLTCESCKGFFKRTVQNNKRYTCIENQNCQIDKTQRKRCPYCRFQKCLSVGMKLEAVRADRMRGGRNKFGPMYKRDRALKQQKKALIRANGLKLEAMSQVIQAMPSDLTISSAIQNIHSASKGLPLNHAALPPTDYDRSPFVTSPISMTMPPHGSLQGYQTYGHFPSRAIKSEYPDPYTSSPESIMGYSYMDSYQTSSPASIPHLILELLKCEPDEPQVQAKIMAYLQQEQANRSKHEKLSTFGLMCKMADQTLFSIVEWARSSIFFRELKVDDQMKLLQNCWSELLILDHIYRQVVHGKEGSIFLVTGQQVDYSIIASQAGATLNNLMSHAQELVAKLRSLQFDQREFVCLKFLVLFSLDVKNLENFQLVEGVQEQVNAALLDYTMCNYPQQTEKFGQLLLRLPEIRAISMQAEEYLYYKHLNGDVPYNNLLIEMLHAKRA
NCOA1 inh: inhibits human SRC1 coactivator; 360,000 tested, 0.12% active; Q15788; inhibition, % at 3.6 µM; AID 588354; HEK293 GAL4-SRC1 luciferase reporter, luminescence;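 active = inhibition above the campaign mean plus 3 SD, with each screening campaign given its own cutoff, cut at about 60% in these data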;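 note: 0% = DMSO treated cells and 100% = gossypol at 36 µM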
* hit, by the source's call; x = not tested or not shown.

Short forms: A = SRC3 inh; B = NOD2 RIPK2 PPI; C = TWEAK Fn14 block; D = COUP-TFII inh; E = TROY NFkB inh; F = LMP1 NFkB inh; G = NCOA2 inhibitor; H = TRAIL sens C8; I = TLR9-MyD88 inh; J = NR5A2 inv ag; K = NCOA1 inh
1	O=C(CN1C2CCCC1CC(NC(=O)c1ccco1)C2)Nc1ccccc1C(F)(F)F (stereo unspecified)
  A: -15; B: -3; C: 31; D: 22; E: 8; F: -5; G: 1; H: 5; I: -3; J: -17; K: -1

2	Cc1ccc(C(=O)Cn2c(C(=O)/C=C/c3ccccc3)nc3ccccc32)cc1
  A: 6; B: -10; C: 18; D: 8; E: -4; F: 0; G: -26; H: 25; I: -6; J: -2; K: 9

3	COC(=O)c1c(C(=O)OC)c2cc(C(=O)c3ccccc3)ccn2c1Cl
  A: -22; B: 2; C: 13; D: -14; E: 2; F: 7; G: -7; H: -2; I: 7; J: -5; K: -6

4	c1ccc(-c2c3ccccc3nc3[nH]c4ccccc4c23)cc1
  A: -1; B: -9; C: 22; D: x; E: -15; F: -7; G: x; H: 4; I: -13; J: 30; K: -2

5	CCOC(=O)c1sc(=S)n(-c2ccccc2)c1C
  A: 1; B: -7; C: -3; D: 2; E: -6; F: x; G: 22; H: -11; I: x; J: 2; K: -4

6	O=C1c2ccccc2C(=O)N1CCc1csc(-c2cccc(Cl)c2)n1
  A: 11; B: -3; C: 4; D: 3; E: -5; F: 15; G: 14; H: -4; I: -4; J: 20; K: -19

7	CCN(CC)c1ccc(NC(=O)Nc2ccc(C(C)=O)cc2)cc1
  A: -3; B: -2; C: 3; D: -8; E: -19; F: 0; G: -4; H: 5; I: 1; J: -4; K: -6

8	Cc1c(N=C2NN=C(c3c[nH]c4ccccc34)CS2)c(=O)n(-c2ccccc2)n1C
  A: 1; B: -16; C: -55; D: -1; E: -27; F: -10; G: 16; H: 3; I: 4; J: 0; K: -7

9	COc1ccc(CNC(=O)CN(Cc2ccc(F)cc2)C(=O)c2csnn2)cc1
  A: 18; B: -3; C: 19; D: 2; E: 5; F: 3; G: 14; H: -4; I: 4; J: 8; K: -3

10	CCN(CCCNC(=O)CN(C)S(=O)(=O)c1cccc2nsnc12)c1ccccc1
  A: 10; B: 3; C: 19; D: -6; E: -2; F: 2; G: 11; H: 1; I: 2; J: 6; K: -6

Whole records, quoted from the list. Order of values: SRC3 inh | NOD2 RIPK2 PPI | TWEAK Fn14 block | COUP-TFII inh | TROY NFkB inh | LMP1 NFkB inh | NCOA2 inhibitor | TRAIL sens C8 | TLR9-MyD88 inh | NR5A2 inv ag | NCOA1 inh
Profile of c1ccc(-c2c3ccccc3nc3[nH]c4ccccc4c23)cc1 → -1 | -9 | 22 | x | -15 | -7 | x | 4 | -13 | 30 | -2
Profile of O=C(CN1C2CCCC1CC(NC(=O)c1ccco1)C2)Nc1ccccc1C(F)(F)F (stereo unspecified) → -15 | -3 | 31 | 22 | 8 | -5 | 1 | 5 | -3 | -17 | -1

Further results:
Short forms: A = SRC3 inh; B = NOD2 RIPK2 PPI; C = TWEAK Fn14 block; D = COUP-TFII inh; E = TROY NFkB inh; F = LMP1 NFkB inh; G = NCOA2 inhibitor; H = TRAIL sens C8; I = TLR9-MyD88 inh; J = NR5A2 inv ag; K = NCOA1 inh
11	O=C(COC(=O)/C=C/c1ccccc1)Nc1cc(C(F)(F)F)ccc1N1CCOCC1
  A: 6; B: -3; C: -24; D: 10; E: 2; F: -6; G: -9; H: 1; I: 3; J: 0; K: 1

12	O=C(Cc1ccc(S(=O)(=O)N2CCOCC2)s1)N1CCN(S(=O)(=O)c2cccc(F)c2)CC1
  A: -7; B: 9; C: -12; D: 3; E: 8; F: 0; G: -12; H: -8; I: -7; J: 6; K: 6

13	Cc1ccc(-c2ccccc2NC(=O)C2C3C=CC(C3)C2C(=O)O)o1 (stereo unspecified)
  A: -10; B: -3; C: 3; D: 1; E: -1; F: 0; G: -10; H: 13; I: 3; J: 21; K: -31

14	COC(=O)C1=CN(c2ccc(Cl)cc2)C=C(C(=O)OC)C1c1ccc([N+](=O)[O-])cc1
  A: 3; B: 4; C: 5; D: -18; E: 34; F: -6; G: -13; H: -18; I: -7; J: 7; K: -6

15	CCOC(=O)C1Cn2c(nc3c(c2=O)C(C)(C)Cc2ccccc2-3)S1 (stereo unspecified)
  A: 8; B: -5; C: 12; D: 14; E: -2; F: -5; G: -12; H: -8; I: -5; J: -8; K: -13

16	Cc1ccccc1NC(=O)CCN1C(=O)c2ccccc2C1=O
  A: -1; B: 0; C: 1; D: 6; E: -19; F: 2; G: -11; H: 3; I: -6; J: 6; K: 24

17	COCC(=O)Nc1cc(C)cn(Cc2ccccc2Cl)c1=O
  A: -12; B: 3; C: 13; D: -8; E: 9; F: -1; G: -31; H: -20; I: -6; J: -28; K: -61

18	Cc1oc2c(cc(NS(=O)(=O)c3ccc(C(C)C)cc3)c3ccccc32)c1C(=O)O
  A: -15; B: -17; C: 6; D: -2; E: -7; F: -8; G: -4; H: -1; I: 1; J: 16; K: 14

19	O=[N+]([O-])c1ccc(NCc2ccccn2)nc1
  A: 1; B: -13; C: -18; D: -11; E: -35; F: -4; G: -25; H: 8; I: -14; J: -48; K: -28

20	CCc1ccccc1NC(=O)CNC(=O)c1ccc(OCc2cn3ccccc3n2)cc1
  A: -24; B: 6; C: -9; D: -9; E: -10; F: -1; G: -33; H: -8; I: -1; J: -10; K: -14

21	CC12CCC(=O)N1C(C(=O)NCc1ccccc1Cl)CS2 (stereo unspecified)
  A: -8; B: -4; C: 21; D: 2; E: -10; F: -4; G: 25; H: 10; I: -3; J: -8; K: -13

22	COC(=O)C[C@H]1C=C[C@H](NC(=O)Nc2ccccc2F)[C@@H](CO)O1
  A: x; B: -8; C: x; D: -1; E: x; F: x; G: 13; H: 2; I: x; J: 9; K: x

23	CCOC(=O)Cc1nc(-c2ccccc2)n[nH]1
  A: 2; B: 7; C: -9; D: 8; E: 8; F: 0; G: -30; H: -1; I: -3; J: -7; K: -7

24	C=CC1CN(C(=O)OCC(Cl)(Cl)Cl)C2CC3c4ccc(OC)cc4NC3C3CC1C2CO3 (stereo unspecified)
  A: 0; B: -7; C: -13; D: x; E: 10; F: x; G: x; H: -12; I: x; J: 9; K: -1

25	O=Cc1ccc(C(=O)OCC(=O)NCCC2=CCCCC2)cc1
  A: -3; B: 2; C: -16; D: -9; E: -1; F: -4; G: 0; H: 7; I: 12; J: 2; K: -4

26	CCOc1ccc(C2NC(=O)NC(C)=C2C(=O)OC)cc1C (stereo unspecified)
  A: 19; B: -8; C: -1; D: 5; E: 2; F: -11; G: 15; H: -10; I: -10; J: 2; K: -3

27	COc1ccc(C(=O)N2CCNC(=O)C2CC(=O)Nc2ccc(C)cc2)cc1 (stereo unspecified)
  A: 5; B: -9; C: 55*; D: 6; E: -6; F: -3; G: -12; H: 5; I: -2; J: 7; K: 17

28	O=C(OCc1ccccc1)N1CCC2CC1c1ccc(N3CCOCC3)cc12 (stereo unspecified)
  A: -38; B: -9; C: -12; D: -28; E: -44; F: -23; G: 0; H: -8; I: 2; J: -52; K: -24

29	Cc1cc(C)nc(SCC(=O)NN)n1
  A: 21; B: 2; C: -4; D: 14; E: 3; F: -8; G: -16; H: -6; I: 2; J: 3; K: -5

30	CS(=O)(=O)N1CCN(c2ccc(C(=O)NC3C4CC5CC(C4)CC3C5)cc2[N+](=O)[O-])CC1 (stereo unspecified)
  A: 1; B: 3; C: 33; D: 2; E: 28; F: -6; G: 2; H: 22; I: 3; J: 15; K: 6

31	CCOC(=O)c1nc2c(ccc3ccccc32)cc1C
  A: -6; B: -2; C: -30; D: 6; E: -54; F: x; G: -1; H: 12; I: x; J: -35; K: -11

32	N#Cc1ccc(S(=O)(=O)N2CCN(CC(=O)NCC3(N4CCOCC4)CCCCC3)CC2)cc1
  A: -7; B: -7; C: 0; D: 14; E: -17; F: -10; G: 13; H: -4; I: 2; J: -15; K: 5

33	COc1cc2ccc(C(C)=NNC(N)=S)cc2cc1OC
  A: -13; B: 3; C: 14; D: -17; E: -13; F: 9; G: -3; H: 10; I: 8; J: 39; K: -48

34	COc1cccc(C(=O)Nc2cccc(-c3nnc(-c4ccco4)o3)c2)c1
  A: 1; B: -3; C: 42; D: 12; E: -2; F: 7; G: -34; H: 29; I: 3; J: -16; K: -5

35	CC1=C(C(=O)Nc2ccccc2F)C(c2ccsc2)C2=C(CC(C)(C)CC2=O)N1 (stereo unspecified)
  A: 15; B: 2; C: 25; D: 9; E: 20; F: 7; G: 0; H: -6; I: -5; J: 4; K: 12

36	O=S(=O)(Nc1nc2ccccc2nc1NCc1ccco1)c1ccc(F)cc1
  A: 6; B: 8; C: 29; D: 5; E: 4; F: -3; G: 21; H: -9; I: -2; J: 4; K: -1

37	Clc1ccc(CON/C=N/c2ncnc3sccc23)cc1
  A: 22; B: -10; C: 38; D: 5; E: 26; F: 3; G: 25; H: 4; I: 10; J: 20; K: 13

38	Cc1ccccc1Nc1cc(=O)oc2ccccc12
  A: 3; B: -2; C: 6; D: 8; E: 20; F: 3; G: 12; H: -16; I: -9; J: 5; K: -15

39	CCCN(CCC)C(=O)Nc1cc(Cl)ccc1OC
  A: 25; B: -4; C: -9; D: 0; E: -1; F: 0; G: 15; H: 22; I: -12; J: 3; K: -4

40	CCCCN1C(=O)C(O)(CC(=O)c2ccccc2OC)c2ccccc21 (stereo unspecified)
  A: 14; B: -2; C: -30; D: -16; E: -7; F: -20; G: -10; H: -11; I: -2; J: 4; K: 8

41	CCn1cc(C(=O)OCC(=O)NCc2ccccc2Cl)c(=O)c2ccc(C)nc21
  A: 10; B: 4; C: -26; D: 3; E: 19; F: -2; G: 18; H: -2; I: 11; J: 22; K: 7

42	c1ccc(COc2ncnc3c2ncn3CCCNCc2cccs2)cc1
  A: 4; B: -11; C: -16; D: -1; E: -6; F: -7; G: 11; H: -4; I: -2; J: -9; K: -21

43	COc1ccc(N2CCN(Cc3nc4scc(-c5ccccc5)c4c(=O)[nH]3)CC2)cc1
  A: -18; B: -8; C: 7; D: 26; E: 21; F: 4; G: 20; H: 27; I: 6; J: 6; K: -18

44	COC(=O)[C@H](CCSC)NC(=O)Cn1cnc2c(SC)nc(N)nc21
  A: 5; B: -6; C: -4; D: -3; E: 9; F: -4; G: -4; H: -4; I: -4; J: -13; K: 8

45	O=C1c2nc3cc(-c4ccco4)[nH]n3c(=O)c2CN1Cc1ccccc1
  A: 1; B: -5; C: 5; D: 16; E: -4; F: x; G: 8; H: -2; I: x; J: -13; K: -8

46	O=C(Cn1nc(-c2ccccc2F)ccc1=O)Nc1ccc(S(=O)(=O)N2CCCCCC2)cc1
  A: 4; B: 2; C: 21; D: 10; E: 20; F: 3; G: 20; H: 1; I: -4; J: 2; K: 3

A portion of the library; count on the stated rates, not on these rows.
